# High-throughput results: PubChem, National Center for Advancing Translational Sciences (NCATS)
# Giardia FBPA inh = inhibitors of Giardia lamblia fructose-1,6-bisphosphate aldolase; purified Giardia FBPA; hit rate 0.71% among 290,000; AID 2451; Potency, µM (series often up to 59.6 µM), without a hit: at the top dose activity, negative = inhibition, most hits filed as inhibitors; note: potency is the fitted concentration of half-maximal effect; % is set by controls: 0 for no effect and ±100 for the full control effect; nearly all actives have a fitted effect of over 55% in size
# Target sequence (A8B2U2 whole entry, looked up): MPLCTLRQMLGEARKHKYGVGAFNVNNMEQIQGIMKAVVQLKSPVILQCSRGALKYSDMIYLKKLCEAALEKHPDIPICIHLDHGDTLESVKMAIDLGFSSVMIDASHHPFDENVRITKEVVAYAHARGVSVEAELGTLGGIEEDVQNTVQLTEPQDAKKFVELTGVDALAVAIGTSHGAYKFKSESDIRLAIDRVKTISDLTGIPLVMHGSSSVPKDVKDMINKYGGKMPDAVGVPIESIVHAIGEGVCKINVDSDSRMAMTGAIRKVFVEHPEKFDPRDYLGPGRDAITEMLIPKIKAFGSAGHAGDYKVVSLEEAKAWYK
#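 40 nM FBPA preincubated 10 min at RT with compound (up to 57.5 uM final), then substrate plus GAPDH/TPI/NAD/arsenate coupling and diaphorase/resazurin added. Fluorescence read after 20 min at RT, 525/598 nm.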
# CHX counter = affects cycloheximide protein synthesis inhibition readout, counter-screen. max response, %. hit rate 12% among 300,000. AID 2314. cell reporter, cycloheximide protein synthesis inhibition counterscreen; in the data active = max response mostly above about 13%, no sharp cut-off; inactive = mostly below about 14%; note: read at 38.3 µM for the half of the compounds with a filed dose; 0% is about no effect
# Pf growth 96h = P. falciparum growth inhibition at 96 hour, primary screen for plastid delayed-death inhibitors | P. falciparum luciferase reporter growth, 96 h | AID 504834 | hit rate 6.9% among 320,000 | Potency, µM (top dose mostly 28.7 µM), for inactives: at the top dose activity change, negative = inhibition, hits mostly inhibitors; note: potency is the fitted concentration of half-maximal effect; % is set by controls: 0 for no effect and ±100 for the full control effect
#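 Two-generation exposure (96 h) targets delayed-death phenotype. Reporter parasites carrying integrated firefly luciferase, in red cells at 2% hematocrit and 0.05% parasitemia final, kept at 37 C, 5% CO2; luminescence loss indicates inhibition.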
# Pf growth 48h = inhibits P. falciparum growth in the first generation, 48 h; P. falciparum luciferase growth in erythrocytes, 48 h; Potency, µM (highest dose often 28.7 µM), without a hit: at the top dose activity change, negative = inhibition, most hits filed as inhibitors; hit rate 5.9% among 310,000; AID 504832; note: potency is the fitted concentration of half-maximal effect; % is set by controls: 0 for no effect and ±100 for the full control effect
#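 Cell-based growth assay: transgenic P. falciparum expressing firefly luciferase, cultured in red cells within RPMI 1640 containing 0.5% w/v Albumax, 24 mM bicarbonate and gentamycin. A drop in luciferase activity indicates inhibition.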
# Shiga toxin inh = inhibitors of Shiga toxin in Vero cells. inhibition, % at 38.7 µM. Vero cells, Shiga toxin protein synthesis inhibition reporter. hit rate 9.2% among 290,000. AID 2315; in the data active = inhibition mostly above about 28%, no sharp cut-off; inactive = mostly below about 43%; note: 0% is about no effect
# Sm TGR block = blocks Schistosoma mansoni thioredoxin glutathione reductase. Potency, µM (titrated, usually from 114 µM), without a hit: top-dose activity change, negative = inhibition, actives largely listed as inhibitors. hit rate 3% among 360,000. Q962Y6. purified TGR, DTNB reduction, TNB absorbance 405 nm; note: potency is the fitted concentration of half-maximal effect; % is set by controls: 0 for no effect and ±100 for the full control effect; nearly all actives have a fitted effect of over 60% in size
#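 First, TGR (20 nM dispensed) and NADPH were mixed with compound. Second, a 15 min room-temperature incubation followed. Third, further NADPH and then DTNB were added to start the reaction. Finally, TNB absorbance was monitored kinetically.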
# An asterisk follows results filed as active; ? = inconclusive; . = no result given; & = joins results of further samples; [ ] = dose if it differs, or a comment. Unless noted, calls come from the whole dose curve; as a rule, active = well fitted curve in the direction sought with a large enough effect; inconclusive = small, poorly fitted or top-dose-only effect, or another doubt; inactive = no such curve, though single readings can be large; an effect the other way counts as inactive or inconclusive.
SMILES,Giardia FBPA inh,CHX counter,Pf growth 96h,Pf growth 48h,Shiga toxin inh,Sm TGR block
CN1C(=O)C(C)(C)c2cc(S(=O)(=O)N3CCCC(C(=O)NCc4ccc(F)cc4)C3)ccc21 (configuration not stated),6%,-2,10µM*,?,6,-22%
O=C(CC(=O)c1ccccc1)Nc1ccc2c(c1)OCCO2,1%,43*,86%[activator],50%[activator],74*,-7%
CN1C(=O)Cc2cc(S(=O)(=O)N3CCN(c4ccccc4F)CC3)ccc21,-4%,5,10%,?,-8,-5%&0%
O=C(CCC(=O)N/N=C/c1ccco1)N/N=C/c1ccco1,-4%,14,1%,0%,8,?
Cc1cccnc1NC(=O)Nc1ccc(F)cc1,2%,30,16%,.,69*,12%[11.4 µM]
Cc1ccc(-n2cnnn2)c(S(=O)(=O)N2CCOCC2)c1,16%,11,.,14%,-22,12%
CNc1ccc(OC(F)F)cc1C(=O)c1ccccc1,2%,-1,-6%,.,-18,-1%[11.4 µM]
Cc1ccc(-c2csc3nc[nH]c(=S)c23)cc1,15%,3,-98%,?,5,14%
OC1CCN(Cc2cccc(Oc3ccccc3)c2)CC1,2%,3,-8%,.,-13,10%[11.4 µM]
COCCNC(=O)c1onc(CSc2ccccc2)c1C(=O)O,8%,-4,27%,-17%,-5,7%
Cc1ccccc1C(=O)NC(C(N)=O)P(=O)(OC(C)C)OC(C)C (configuration not stated),2%,1,4%,0%,-10,6%
COc1ccc2cc3cc(C(=O)Nc4ccc5c(c4)OCCO5)oc3nc2c1,-1%,-3,-1%,?,-3,7%
C[n+]1cc[nH]c1SCC(=O)c1ccc(Cl)cc1,-13%,31*,0%,47%[activator],63,.
Cc1ccc(C(=O)NCC(=O)O)cc1S(=O)(=O)N1CCCCC1,9%,-2,-3%,17%,-12,0%
COc1ccc(C(=O)NCC(=O)OCC(=O)N2CCc3ccccc32)cc1,6%,2,30%[activator],-1%,-7,-8%

# For reference, some entries already given.
SMILES,Giardia FBPA inh,CHX counter,Pf growth 96h,Pf growth 48h,Shiga toxin inh,Sm TGR block
CN1C(=O)C(C)(C)c2cc(S(=O)(=O)N3CCCC(C(=O)NCc4ccc(F)cc4)C3)ccc21 (configuration not stated),6%,-2,10µM*,?,6,-22%
O=C(CC(=O)c1ccccc1)Nc1ccc2c(c1)OCCO2,1%,43*,86%[activator],50%[activator],74*,-7%
CN1C(=O)Cc2cc(S(=O)(=O)N3CCN(c4ccccc4F)CC3)ccc21,-4%,5,10%,?,-8,-5%&0%
O=C(CCC(=O)N/N=C/c1ccco1)N/N=C/c1ccco1,-4%,14,1%,0%,8,?
Cc1cccnc1NC(=O)Nc1ccc(F)cc1,2%,30,16%,.,69*,12%[11.4 µM]

# (further entries)
SMILES,Giardia FBPA inh,CHX counter,Pf growth 96h,Pf growth 48h,Shiga toxin inh,Sm TGR block
CC(C)CCn1cnc2c(sc3nc4c(cc32)CSC(C)(C)C4)c1=O,-2%,38*,211%[activator],265%[activator],43*,1%
Cc1ccc(NC(=O)c2ccc(C)cc2)cc1,.,.,163%[activator],129%[activator],.,2%
CC(C)c1ccccc1OCC(O)CN(CC(O)COc1cccc2ccccc12)C(C)C (configuration not stated),-1%,-5,?,1.7µM*,-15,-31%
CN1C(C(=O)NCc2ccco2)CC2Cn3c(nc4cc(Cl)c(Cl)cc43)C21 (configuration not stated),-2%,13*,-1%,-12%,2,-27%
CC(=O)N1CCN(c2ccc(NC(=O)c3ccc(Br)o3)cc2Cl)CC1,-27%,28*,?,?,27,?
CCCCN(C(=O)Cn1nnc2ccccc21)C(C(=O)NCCOC)c1cccs1 (configuration not stated),3%,-3,25%,-4%,-3,-4%
CC(=O)Nc1ccc(NC(=O)C2CCN(C(=O)c3cccs3)CC2)cc1,1%,-1,47%,16%,-8,0%
N#Cc1ccccc1OCC(=O)N1CCN(CC(=O)Nc2ccc(F)cc2)CC1,.,.,?,?,.,3%
O=S(=O)(N/N=C\C=C\c1ccccc1)c1ccc(Br)cc1,0%,-1,-7%,?,-14,-17%
NNC(=O)c1ccc(COCC(F)(F)C(F)F)cc1,0%,-1,-23%,-8%,37,3%
O=C(CC12CC3CC(CC(C3)C1)C2)NCc1ccncc1,1%,-2,-7%,.,-3,-2%
O=C(NCc1ccccn1)c1ccc(S(=O)(=O)Nc2ccccc2F)cc1,.,10,?,?,-13,-5%
O=C(O)/C=C/c1ccccc1Oc1ccc(Cl)cc1Cl,?,-4,14%,?,3,-15%
CCOc1ccc(CCNC(=O)CCC(=O)Nc2ccc3nc(N4CCN(C)CC4)cc(C)c3c2)cc1OCC,-2%,7,?,-2%,-4,1%
CCOc1ccc(CCNC(=O)CN2C(=O)NC3(CCCCCC3)C2=O)cc1OCC,.,.,?,13µM*,.,-2%

# 2 entries from above, with values under each structure:
# Values run as follows: Giardia FBPA inh | CHX counter | Pf growth 96h | Pf growth 48h | Shiga toxin inh | Sm TGR block
O=S(=O)(N/N=C\C=C\c1ccccc1)c1ccc(Br)cc1
  0% | -1 | -7% | ? | -14 | -17%
CN1C(C(=O)NCc2ccco2)CC2Cn3c(nc4cc(Cl)c(Cl)cc43)C21 (configuration not stated)
  -2% | 13* | -1% | -12% | 2 | -27%

# (continued)
SMILES,Giardia FBPA inh,CHX counter,Pf growth 96h,Pf growth 48h,Shiga toxin inh,Sm TGR block
CCOC(=O)N1CCN(C(=O)c2ccc(NS(=O)(=O)c3ccc(F)cc3)cc2)CC1,4%,-5,?,-17%,-13,1%
O=C(Nc1ccc(C(F)(F)F)cc1)C1(c2ccccc2)CC1,1%,12*,21%,4%,18,0%
CN(C)S(=O)(=O)N1CCN(C(=O)N2CCCCCC2)CC1,1%,-12,4%,.,-8,-2%
CC1CN(Cc2ccccc2)c2nc3c(c(=O)n(CC(=O)O)c(=O)n3C)n2C1 (configuration not stated),-3%,-2,0%,218%[activator],-11,10%
CCc1cc2c(SCC(=O)Nc3ccc(NC(C)=O)cc3)ncnc2s1,.,.,?,?,.,-3%
NC(=O)CC(NC(=O)Cc1cccc2ccccc12)c1ccc(NCCOc2ccccc2)c([N+](=O)[O-])c1 (configuration not stated),1%,-1,?,?,-8,-1%
CCSc1nc(-c2ccc(OC)cc2)cc(-c2ccccc2)c1C#N,1%,-4,13µM*,.,-12,-7%
CC(=O)NC(CCS(C)(=O)=O)C(=O)N1CCc2ccccc21 (configuration not stated),-2%,-2,?,5%,-10,-15%
COc1ccc([C@@H]2CC(=O)c3c(O)cc(O[C@@H]4O[C@H](CO[C@@H]5O[C@@H](C)[C@H](O)[C@@H](O)[C@H]5O)[C@@H](O)[C@H](O)[C@H]4O)cc3O2)cc1,0%,-3,.,.,-18,.
Cc1cc(N2CCN(C(=O)c3ccco3)CC2)nc(-c2ccccc2)n1,-6%,11,18%,?,-11,45µM*
Cc1ccc(S(=O)(=O)N(C)C)cc1NC(=O)COC(=O)/C=C/c1ccc2ccccc2n1,.,.,-29%,53%[activator],.,-4%
O=C(O)c1ccc2c(=O)n3c(nc2c1)/C(=C/c1ccccc1Br)CC3,-5%,-4,-6%,15%,-2,-17%
O=C(CNC(=S)N(Cc1ccc(F)cc1)C1CCCCC1)NC1CC1,3%,-5,-4%,.,-12,-9%
COC(=O)c1ccc(CSCC(=O)Nc2cc(OC)cc(OC)c2)o1,-1%,-6,-11%,13%,4,3%
COc1cccc(N(C(=O)c2cnccn2)C(C(=O)NC2CCCCC2)c2ccc(Cl)cc2)c1 (configuration not stated),4%,-1,?,?,-4,-7%
CCN(CC)Cc1c(O)ccc2occ(C(=O)c3ccccc3)c12,-6%,39*,?,38%[activator],78*,-10%
COC(=O)C(C(=O)OC)C(CC(=O)c1ccc(C)cc1)c1cc(OC)c(OC)c(OC)c1 (configuration not stated),1%,-3,?,-7%,2,4%
CCCC(=O)NCCc1cc2c(C)ccc(C)c2[nH]c1=O,0%,-5,15%,0%,-18,7%
CCCCC1=NN2CCS(=O)(=O)N=C2S1,0%,-6,30%[activator],25%,-2,17%
Cc1nn(CC(=O)NCCCc2ccccc2)c(=O)c2cc3occc3n12,.,-8,23%,11%,7,1%
COc1ccc(N2CCN(C3CCCN(Cc4cccc(C(C)=O)c4)C3)CC2)cc1 (configuration not stated),5%,4,?,?,0,4%
COc1ccc(-c2noc(CN(C)C(=O)c3ccoc3C)n2)cc1OC,3%,-3,17%,-3%,4,-4%
CC(OC(=O)CCSc1ccccc1)C(=O)Nc1ccc(S(N)(=O)=O)cc1 (configuration not stated),.,.,35%[activator],2%,.,-6%
Cc1cccc2c1-c1sc(C(=O)Nc3ccccc3N3CCN(C)CC3)cc1CO2,-6%,-3,?,?,22,5%
NC(=O)c1ncn(C2OC(CO)C(O)C2O)n1 (configuration not stated),0%,.,12µM*,?,.,.
COc1ccc(-c2nc(C#N)c(NC(C)c3ccccc3)o2)cc1OC (configuration not stated),0%,10,?,15µM*,29,-17%
CCN(C(=O)CSc1nnnn1-c1ccccc1)C1CCS(=O)(=O)C1 (configuration not stated),1%,-1,25%,23%,2,8%
CC(OC(=O)c1ccco1)C(=O)NCc1ccc2c(c1)OCO2 (configuration not stated),3%,-4,21%,23%,-2,-8%
CCC(Sc1ncnc2c1c(-c1ccccc1)cn2-c1ccc(OC)cc1)C(=O)OC (configuration not stated),5%,-2,?,?,17,-18%
Cc1ccc(Nc2nc3ccc(Cl)cc3n3cnnc23)cc1F,0%,-2,?,10µM*,-7,3%
CN(C(=O)c1cccc(Cl)c1)C1CCCN(Cc2ccccc2F)C1 (configuration not stated),4%,-2,?,-18%,-6,-1%
O=C(N/N=C/c1ccc2c(c1)OCO2)c1cccs1,-3%,56*,123%[activator],202%[activator],68*,1%
Cc1nnc(SCCn2c(N3CCC(Cc4ccccc4)CC3)nc3c2c(=O)[nH]c(=O)n3C)s1,2%,-2,9.3µM*,?,-2,3%
CCN(CC)CCNC(=O)c1ccc(NC(=O)c2ccc3c(c2)CCC3)cc1,7%,13,3.7µM*,5.2µM*,32,-17%
COc1ccccc1NC(=O)COc1ccc(Br)cc1CO,2%,21,2%,.,15,44%[activator]
O=C(OCC(=O)N1CCN(c2ccccc2)CC1)c1cnc(Cl)c(Cl)c1,1%,-10,4%,-6%,-16,-4%
CCCCn1c(N)c(N(CCC(C)C)C(=O)c2ccccc2C)c(=O)[nH]c1=O,-19%,1,9%,-2%,12,3%
O=C(Nc1ccc(OC(F)(F)F)cc1)c1ccc(-n2cncn2)nc1,4%,-2,-12%,-29%,-4,.
COc1cccc(OC)c1CNC(=O)CCSCc1ccccc1F,0%,6,20%,19%,19,3%
Nc1nonc1C(=O)N/N=C/c1ccc(-c2ccc(Cl)c(C(=O)O)c2)o1,?,14*,?,38%[activator],48*,-22%
CC(C)NC(=S)N1CCn2c(nc3ccccc32)C1,0%,-1,-5%,0%,-2,6%
O=C1OCCN/C1=C\C(=O)c1ccc(Cl)cc1,-1%,1,84%[activator],100%[activator],-3,?
CCOc1ccc(-n2c(=S)sc3c(=O)[nH]c(SCC(=O)NCc4ccco4)nc32)cc1,14%,-2,-24%,19%,-8,?
O=C(Nc1ccc2oc(-c3cccnc3)nc2c1)c1cccnc1,-19%,-2,?,-3%,34,-22%
COc1cc(/C=C/c2nc3ccccc3c(=O)[nH]2)cc(Cl)c1O,-30%,-3,?,-3%,25,-23%
O=Cc1c(NCc2ccc(F)cc2)c2ccccc2[nH]c1=O,-17%,-2,10µM*,-12%,-6,3%
N/C(=N\OC(=O)C(c1ccccc1)c1ccccc1)c1ccncc1,4%,0,?,2.9µM*,-18,14%
Cc1onc(-c2c(Cl)cccc2Cl)c1C(N)=S,-1%,-4,-6%,.,22,0%
O=C(NCc1ccc(Cl)cc1)c1cc(=O)nc2sc(-c3ccccc3)nn12,2%,-5,3%,.,-5,0%

# No enrichment for hits; about 24% have a hit in one of these screens.
